# hIAP block = human IAP inhibitors, primary screen, biochemical, luminescence, uHTS. Intestinal-type alkaline phosphatase (Homo sapiens), P09923. purified IAP, CDP-Star luminescence, 30 min. inhibition, % at 10 µM. 330,000 compounds, 0.12% hits. AID 2544, 2010;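 active = inhibition reaching a set limit with compound at 10 µM in the primary screen, cut at about 35% in these data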;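 note: plate controls were DMSO wells with enzyme for no effect and no-enzyme buffer wells for full effect; values of inactives mirror those of a sister screen read the other way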
# Target sequence (P09923 whole entry, looked up): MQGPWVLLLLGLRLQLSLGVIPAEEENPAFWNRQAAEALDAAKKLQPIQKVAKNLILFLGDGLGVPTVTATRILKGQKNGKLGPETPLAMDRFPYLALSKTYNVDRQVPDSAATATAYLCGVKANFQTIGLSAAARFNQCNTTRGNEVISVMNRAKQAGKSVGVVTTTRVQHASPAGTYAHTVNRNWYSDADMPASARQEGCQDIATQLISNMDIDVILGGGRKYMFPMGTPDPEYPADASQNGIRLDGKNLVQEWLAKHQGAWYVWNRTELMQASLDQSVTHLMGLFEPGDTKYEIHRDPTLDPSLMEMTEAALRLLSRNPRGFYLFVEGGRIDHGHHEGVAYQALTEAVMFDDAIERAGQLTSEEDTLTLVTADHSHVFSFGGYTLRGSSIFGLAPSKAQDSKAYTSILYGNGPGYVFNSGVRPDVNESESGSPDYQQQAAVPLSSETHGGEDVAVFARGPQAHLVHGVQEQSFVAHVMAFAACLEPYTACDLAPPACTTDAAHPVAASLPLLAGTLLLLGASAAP
# mIAP inh = inhibitors of mouse IAP, primary screen, biochemical, luminescence, uHTS. intestinal alkaline phosphatase [Mus musculus]. purified mouse IAP, CDP-Star luminescence, 30 min. inhibition, % at 10 µM. 330,000 compounds, 0.2% hits. AID 2806, 2010;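 active = inhibition of at least 40% at 10 µM in the primary screen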;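 note: plate controls were DMSO with enzyme for no effect and no enzyme wells for full effect; values of inactives mirror those of a sister screen read the other way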
# MPTP block = mitochondrial permeability transition pore inhibitors, primary screen, biochemical, isolated mouse mitochondria, absorbance. 360,000 compounds, 1.4% hits. Ca2+ swelling absorbance, 30 min. AID 602449, 2012. inhibition, % at 10 µM;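 active = inhibition of 50% or more, scaled per plate between neutral and stimulator controls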;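 note: 0% = DMSO wells given calcium and 100% = 1 mM EGTA wells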
# ATG4B inh = ATG4B protease inhibitors, primary screen, biochemical, fluorescence, uHTS. inhibition, % at 8.33 µM. ATG4B cleavage of LC3-PLA2, NBD-HPC fluorescence, 1 h. 340,000 compounds, 0.51% hits; in the data active = inhibition above about 40%
# beta cell repl = inducers of MIN6 beta-cell proliferation, primary screen, ATP luminescence, uHTS; 330,000 compounds, 0.29% hits; MIN6 cells proliferation, ATPlite luminescence, 48 h; cells starved in 0.2% serum; 100% = growth in 10% serum; AID 2380, 2010; proliferation, % at 10 µM;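 active = compounds whose signal lies at least 3.5 SD above the mean of all wells on their plate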;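 note: 0% = DMSO-treated cells in low-serum medium and 100% = 10% serum control; some compounds called inactive have numbers as strong as hits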
# APOBEC3G inh = APOBEC3G DNA deaminase inhibitors, primary screen, biochemical, fluorescence, single-stranded DNA substrate, uHTS. recombinant A3G, ssDNA deamination FAM/TAMRA fluorescence. inhibition, % at 20 µM. 330,000 compounds, 0.28% hits;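 active = inhibition of at least 40% at 20 µM, with no more than 30% in the related APOBEC3A deaminase screen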;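 note: plate controls were DMSO wells with A3G for no effect and wells lacking A3G enzyme for full effect; some compounds called inactive have numbers as strong as hits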
# Target sequence (Q9HC16 whole entry, looked up): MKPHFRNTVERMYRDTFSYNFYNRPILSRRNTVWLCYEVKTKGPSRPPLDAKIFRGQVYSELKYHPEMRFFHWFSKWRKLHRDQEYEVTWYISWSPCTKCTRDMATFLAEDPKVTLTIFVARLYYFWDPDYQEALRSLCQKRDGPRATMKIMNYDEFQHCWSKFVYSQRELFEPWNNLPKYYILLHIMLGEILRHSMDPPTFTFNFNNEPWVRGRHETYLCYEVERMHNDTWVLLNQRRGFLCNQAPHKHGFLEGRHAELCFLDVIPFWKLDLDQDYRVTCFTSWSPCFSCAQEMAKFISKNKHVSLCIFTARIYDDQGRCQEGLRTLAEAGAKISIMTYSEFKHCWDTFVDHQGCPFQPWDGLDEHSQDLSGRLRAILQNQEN
# hIAP act = human IAP activators, primary screen, biochemical, luminescence, uHTS; AID 2524, 2010; 330,000 compounds, 0.16% hits; Intestinal-type alkaline phosphatase (Homo sapiens), P09923; activation factor at 10 µM; purified human IAP, CDP-Star luminescence, 30 min; hits give high values; 1 = vehicle-only enzyme, 0 = enzyme-free background;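 active = activation factor of the enzyme at least 2-fold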; note: the source names both 10 and 20 µM as test concentration; values of inactives mirror those of a sister screen read the other way
# A3A deaminase = APOBEC3A ssDNA deaminase inhibitors, primary screen, selectivity assay for APOBEC3G inhibitor project, biochemical, FAM/TAMRA oligo cleavage fluorescence; DNA dC->dU-editing enzyme APOBEC-3A (Homo sapiens), P31941; recombinant A3A, FAM/TAMRA ssDNA deamination fluorescence; 330,000 compounds, 0.41% hits; inhibition, % at 20 µM;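 active = at least 40% inhibition at 20 µM here, with at most 30% in a related deaminase screen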;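 note: plate controls were A3A with DMSO for no effect and wells lacking A3A enzyme for full effect; some results filed as inactive read as strong as hits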
# mIAP act = activators of mouse IAP, primary screen, biochemical, luminescence, uHTS | intestinal alkaline phosphatase [Mus musculus] | muIAP, CDP-Star luminescence, 30 min; hits give high values; 1 = vehicle-only enzyme signal, 0 = enzyme-free wells | activation factor at 10 µM | 330,000 compounds, 0.24% hits;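 active = activation factor of at least 2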; note: the source names both 10 and 20 µM as test concentration; values of inactives mirror those of a sister screen read the other way
#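 System: mouse IAP enzyme. Reagent: CDP-Star chemiluminescent phosphatase substrate. Benchmarks: DMSO wells, no-enzyme wells. Times: 30 min enzyme-substrate-compound incubation at room temperature. Detection: luminescence from enzymatic CDP-Star hydrolysis. Doses: test compounds delivered from DMSO solution.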
# * marks the source's active call; other numbers are inactive results.
SMILES,hIAP block,mIAP inh,MPTP block,ATG4B inh,beta cell repl,APOBEC3G inh,hIAP act,A3A deaminase,mIAP act
Cc1ccc(-c2nnc(SCCC(=O)N3CCOCC3)o2)cc1,-2,-15,0.7,-2,-3,-15,1,-4,1.1
CCN(CC)S(=O)(=O)c1ccc(NC2c3ncccc3C(=O)N2Cc2ccccc2)cc1 (stereo not given),3,2,2.1,-10,-3,1,0.97,1,0.98
CCOCCCNC(=O)C1(O)c2ccccc2NC(=O)N1c1ccc(Cl)cc1 (stereo not given),3,-23,6.7,-7,0,1,0.97,0,1.2
C/C(=N\NC(=O)CSc1nnc(C)s1)c1ccc(O)cc1,0,6,15,7,3,-8,1,1,0.94
CCCCNC(=S)N(C)/N=C/c1ccccc1F,-9,9,0.4,2,-3,-8,1.1,5,0.91
CC1Cc2ccccc2N1C(=O)COC(=O)c1ccccc1NCCO (stereo not given),7,-9,0.6,11,1,4,0.93,4,1.1
COc1ccc(/C=C(/NC(=O)c2ccccc2)C(=O)NCc2ccncc2)cc1,-6,0,0.5,-3,0,-7,1.1,2,1
CN(c1ccc(C(=O)Nc2ccc(S(=O)(=O)N3CCCC3)cc2)cc1)S(C)(=O)=O,-14,11,-1.3,-11,-1,-7,1.1,0,0.89
CCC(C)C(NC(=O)C1CCC(C)CC1)C(=O)Nc1cc(OC)ccc1OC (stereo not given),4,-2,-0.2,-14,-5,-4,0.96,-4,1
CC1(c2cccs2)CC(c2cccs2)=C(C#N)C(=O)N1 (stereo not given),5,10,-0.2,1,-3,1,0.95,6,0.9
Cc1c(C(N)=O)c(N)c(C(=O)c2ccccc2)n1-c1ccccc1,4,1,1.5,-2,1,-7,0.96,-5,0.99
Cn1c(CN2CCCC(C(=O)c3ccc4c(c3)OCO4)C2)nc2ccccc21 (stereo not given),-10,5,0.6,-7,-1,-5,1.1,0,0.95
O=C(CCc1nc(-c2ccc(F)cc2)no1)Nc1cccc(C(=O)NC2CC2)c1,-3,-17,0.1,-5,2,-4,1,-4,1.2
c1cc2c(cc1Nc1nc(-c3ccc4c(c3)OCO4)cs1)OCCO2,16,18,-0.4,4,-5,4,0.84,-1,0.82
CC(=O)c1ccc(N(C(=O)CNC(=O)c2ccco2)C(C(=O)NC2CCCC2)c2ccco2)cc1 (stereo not given),-21,2,-0.4,2,-3,-5,1.2,-1,0.97
Cc1nc(NC(=O)c2cc(-n3cnnc3)ccc2Cl)ccc1Br,7,2,-1.1,-13,-1,4,0.93,0,0.98
COc1ccc2nc(C)cc(N3CCN(S(=O)(=O)c4ccccc4F)CC3)c2c1,-9,2,-0.5,-17,-3,-5,1.1,0,0.98
CS(=O)(=O)N(C(=O)NC(=O)NC1CCS(=O)(=O)C1)C1CCCCC1 (stereo not given),5,1,-1.1,-5,-1,0,0.95,-3,0.99
O=C(CCl)Nc1sccc1C(=O)c1ccccc1,3,6,-0.1,3,-4,5,0.97,4,0.94
CCN(CC)S(=O)(=O)c1ccc(/C=C/C(=O)OCC(=O)NCc2cccs2)cc1,1,-1,1.4,-12,-2,-8,0.99,-2,1
CC(C)(Oc1ccc(Br)cc1)C(=O)N1CCc2ccccc21,9,8,-0.3,7,-6,0,0.91,0,0.93
COc1cccc(/C=C2\C=C(c3ccc(C)cc3)OC2=O)c1OC(C)=O,18,4,0.7,-14,-6,-4,0.82,0,0.96
Cc1ccc(CC2CC(=O)N(c3ccc(C)cc3)C2=O)cc1 (stereo not given),1,0,-1.6,-15,-2,-5,0.99,0,1
CCN(C(=O)CSc1nnc(COc2ccccc2F)n1N)C1CCS(=O)(=O)C1 (stereo not given),31,-12,-1.1,-2,1,13,0.69,1,1.1

# Grouped by structure, the compounds so far containing an aryl methoxy group
SMILES,hIAP block,mIAP inh,MPTP block,ATG4B inh,beta cell repl,APOBEC3G inh,hIAP act,A3A deaminase,mIAP act
COc1ccc(/C=C(/NC(=O)c2ccccc2)C(=O)NCc2ccncc2)cc1,-6,0,0.5,-3,0,-7,1.1,2,1
CCC(C)C(NC(=O)C1CCC(C)CC1)C(=O)Nc1cc(OC)ccc1OC (stereo not given),4,-2,-0.2,-14,-5,-4,0.96,-4,1
COc1ccc2nc(C)cc(N3CCN(S(=O)(=O)c4ccccc4F)CC3)c2c1,-9,2,-0.5,-17,-3,-5,1.1,0,0.98
COc1cccc(/C=C2\C=C(c3ccc(C)cc3)OC2=O)c1OC(C)=O,18,4,0.7,-14,-6,-4,0.82,0,0.96

# (next part)
SMILES,hIAP block,mIAP inh,MPTP block,ATG4B inh,beta cell repl,APOBEC3G inh,hIAP act,A3A deaminase,mIAP act
Cc1csc(NC(=O)CSc2nnc(C)c(=O)n2N)n1,1,-5,-2.4,-10,-3,-7,0.99,-3,1.1
COc1ccccc1OCc1nnc(SCC(=O)NCc2ccco2)n1Cc1ccco1,8,-2,-3.8,0,0,0,0.92,11,1
COc1ccc(CC(NC(C)=O)C(=O)NC2CCN(c3c4c(nc5ncnn35)CCC4)CC2)cc1 (stereo not given),-12,0,-1.2,-7,-1,-2,1.1,4,1
COc1ccc(CN2C(=O)c3ccccc3C2=O)cc1C(=O)Nc1ccc(C)cc1C,1,-2,5.2,0,0,-7,0.99,1,1
Cc1nnc(N(C)C(=O)c2ccncc2)s1,-3,-8,0.1,-1,-1,0,1,0,1.1
Cc1[nH]c2ccccc2c1C(=O)CNc1nccs1,1,-3,-1.7,-4,2,9,0.99,14,1
CN1CCCN(C(=O)c2cc3c(s2)CCCC3)CC1,-16,2,-0.3,1,2,-6,1.2,2,0.97
CCn1cc(C(=O)NCCC(=O)OC)c(=O)c2cc3c(cc21)OCO3,-5,3,-0.2,-3,1,-6,1.1,-2,0.97
CC(C)N1CCC(NC(=O)Nc2ccccc2)CC1,6,6,-0.5,9,4,-7,0.94,-3,0.94
COc1ccc(S(=O)(=O)N2CCN(C(=O)[C@@H]3CCC(=O)N3C3OC(=O)c4ccccc43)CC2)cc1 (stereo not given in full),-18,1,-0.6,-10,6,-3,1.2,2,0.99
COC(=O)COc1cccc2c(=O)n(CC(=O)NCCc3ccccc3)ccc12,4,7,-1.4,7,-2,-3,0.96,0,0.93
S=C(NC1CCCCC1)N1CCN(Cc2ccccc2)CC1,-7,8,-0.2,-3,-3,-9,1.1,-6,0.92
N#Cc1ccc(-c2ccc(F)cc2)nc1Sc1ccc(F)cc1,-9,-8,2.1,7,-2,-9,1.1,-7,1.1
CCSc1nnc(NC(=O)CCN2C(=O)C3CCCCC3C2=O)s1 (stereo not given),1,-2,0.4,1,0,-6,0.99,1,1
O=C(NC(Cc1c[nH]c2ccccc12)C(=O)N1CCOCC1)c1cccs1 (stereo not given),-1,6,-0.9,-4,0,-9,1,-3,0.94
CCN(CC)C(=O)Cn1cc(S(=O)(=O)CC(=O)Nc2ccc(C(N)=O)cc2)c2ccccc21,-1,-8,0.9,-7,-4,0,1,6,1.1
CC(=O)C1=C(C)NC(=S)NC1c1cccc([N+](=O)[O-])c1 (stereo not given),0,-9,0.0,-11,-1,-1,1,-9,1.1
O=C(Nc1nc2ccc(Cl)cc2s1)c1ccc(N2CCCCC2)c([N+](=O)[O-])c1,-8,6,14,14,-5,-7,1.1,-2,0.94
Cc1occc1-c1nnc(-c2cc([N+](=O)[O-])cc([N+](=O)[O-])c2)o1,16,8,-0.5,1,-4,-1,0.84,4,0.92
Cn1cc(S(=O)(=O)N2CCCC2)cc1C(=O)Nc1cccc(C(F)(F)F)c1,-5,-20,-1.0,-2,-2,-2,1,-2,1.2
NC(=O)CC(NC(=O)c1ccccc1)c1ccc(N2CCC(N3CCCC3)CC2)c([N+](=O)[O-])c1 (stereo not given),-14,-12,-1.3,-1,-2,-3,1.1,-4,1.1
COC(=O)c1ccc(OCC(O)CN(CCO)CC(O)Cn2ccc3ccccc32)cc1 (stereo not given),-12,4,0.0,0,-3,-5,1.1,-1,0.96
O=C(Nc1ccc(N2CCCC2)cc1)c1ccc(Br)o1,3,24,1.7,-4,-2,4,0.97,-4,0.76
CCCC(=O)Nc1nc(C)c(-c2csc(Nc3ccccc3C)n2)s1,5,10,-1.1,14,-5,-10,0.95,-2,0.9
Cc1cc(C)c(C#N)c(SC(C(=O)NC(C)(C)C)c2ccccc2)n1 (stereo not given),-4,-6,2.2,-4,4,-1,1,-2,1.1
COc1ccc(N2CCN(S(=O)(=O)CCNC(=O)COc3ccccc3C)CC2)cc1,14,2,-0.9,6,-3,-8,0.86,-3,0.98
O=C(Nc1ccc(N2CCCCC2)cc1)c1ccccc1,-1,-2,-0.5,-3,-3,-2,1,-3,1
O=S(=O)(c1ccc(NC(=S)NN=C2CCCCC2)cc1)N1CCOCC1,6,18,0.1,-2,-1,-4,0.94,0,0.82
COc1ccc(CCNC(=O)c2ccc(OCC(=O)N3CCOCC3)c(OC)c2)cc1OC,-25,-1,0.7,5,-1,-6,1.2,-2,1
C#CCNC(=O)C1=C[C@@H](C(C)(C)C)C[C@@H](OCc2ccc(CO)cc2)O1,1,-15,-0.3,-1,1,-15,0.99,-2,1.2
CCCn1c(C2CCCN2c2nc(C)cs2)nc2cc(Cl)c(Cl)cc21 (stereo not given),17,3,0.1,0,-5,-6,0.83,-2,0.97
COc1ccc(NC(=O)CN2CCN(CC(=O)Nc3ccc4c(c3)OCO4)CC2)cc1,-16,-8,-0.1,-6,-1,-1,1.2,-5,1.1
CSc1cccc(NC(=O)OC2CCCCCCCCCCC2)c1,-2,-65,0.0,4,-5,-7,1,-3,1.7
CCn1nc(NC(=O)Cc2ccc(OC)cc2)c2cc3cccc(C)c3nc21,2,-52,3.7,-1,-4,0,0.98,3,1.5
COc1cc(NC(=O)c2cc3ccccc3o2)c(OC)cc1Cl,-11,2,-2.4,1,-1,-7,1.1,-5,0.98
CC[C@@H](C(=O)[C@@H](C)[C@@H](O)[C@H](C)CCc1ccc(C)c(O)c1C(=O)O)[C@H]1O[C@](CC)([C@H]2CC[C@](O)(CC)[C@H](C)O2)C[C@@H]1C,12,3,104*,2,-8,-4,0.88,-1,0.97
CSc1ccc(/C=C/C(=O)c2ccc(NC(=O)C(C)C)cc2)cc1,20,6,4.9,5,-6,9,0.8,1,0.94
COc1ccc(CC(C)NS(=O)(=O)c2ccc3c(c2)CCN3S(C)(=O)=O)cc1OC (stereo not given),2,-6,-0.4,5,-2,-2,0.98,-1,1.1
Cc1nn(C)c(C)c1NC(=O)CCl,-4,6,-1.8,-4,-3,-8,1,-2,0.94
COc1ccc(NC(=O)Nc2ccc(OC)cc2)cc1,-13,0,1.0,-4,-3,0,1.1,-14,1
Cc1ccc(C(=O)NC(=S)Nc2ccccc2C)cc1,-28,8,2.0,6,-5,0,1.3,-4,0.92
O=C(Cn1cc([N+](=O)[O-])cn1)N1CCN(c2ccccc2)CC1,-9,-3,0.5,6,-1,-5,1.1,-5,1
O=C(COC(=O)CCN1C(=O)c2ccccc2C1=O)Nc1ccccc1[N+](=O)[O-],0,-4,-0.3,6,-2,-4,1,0,1
